Tat export inh – inhibitors of E. coli Tat protein transport; E. coli MC4100 TorA-mCherry Tat export, fluorescence; inhibition, % at 10 µM; 340,000 compounds, 0.036% hits;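 active means mean replicate inhibition at least 50% and at least half of replicates individually reaching 50%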;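 further: exported cargo escapes ClpAP degradation while cytoplasmic cargo is degraded and loses fluorescence; 0% = median of neutral control wells and 100% = median of NaSCN control wells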
AddAB inh – less growth of phage-infected E. coli with AddAB | AID 435030 | 330,000 compounds, 0.29% hits | E. coli expressing H. pylori AddAB, absorbance growth | inhibition, % at 11.9 µM; in the data active means inhibition above about 12%;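 further: 0% = vehicle wells of infected cells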
SR-BI DiI-HDL act – SR-BI HDL lipid transfer activation | 320,000 compounds, 0.096% hits | CHO ldlA[mSR-BI] cells, DiI-HDL uptake fluorescence, 3 h; 100 = double the neutral-control signal | activation, % at 12.5 µM;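 active means mean replicate activation of at least 60% and every replicate at or above 60%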;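 further: 0% = median plate neutral-control signal and 100% = twice that signal; values of inactives mirror those of a sister screen read the other way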
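System: LDL receptor-deficient CHO ldlA cells overexpressing murine SR-BI | Timing: 3 h uptake period with compound, 37 °C | Medium: HEPES-buffered (25 mM, pH 7.4) F12 plus 0.5% BSA | Dosing: Single-point compound dose | Signal: Bottom-read fluorescence, 550/595 nm | Read-out: Retained DiI signal reflecting DiI-HDL uptake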
phage Ecoli inh – E. coli growth loss with phage present. growth absorbance. inhibition, % at 11.9 µM. 360,000 compounds, 0.26% hits; in the data active means inhibition above about 11%
SR-BI DiI inh – inhibitors of mouse SR-BI mediated HDL lipid uptake; Q61009; ldlA[mSR-BI] CHO cells, DiI-HDL uptake fluorescence, 3 h; inhibition, % at 12.5 µM; 320,000 compounds, 0.96% hits; AID 488896;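 active means mean replicate inhibition of at least 70% and a set share of replicates each scoring 70 or more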;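 further: 0% = median of neutral control wells and 100% = median of positive control wells; values of inactives mirror those of a sister screen read the other way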
Target sequence (Q61009 whole entry, looked up): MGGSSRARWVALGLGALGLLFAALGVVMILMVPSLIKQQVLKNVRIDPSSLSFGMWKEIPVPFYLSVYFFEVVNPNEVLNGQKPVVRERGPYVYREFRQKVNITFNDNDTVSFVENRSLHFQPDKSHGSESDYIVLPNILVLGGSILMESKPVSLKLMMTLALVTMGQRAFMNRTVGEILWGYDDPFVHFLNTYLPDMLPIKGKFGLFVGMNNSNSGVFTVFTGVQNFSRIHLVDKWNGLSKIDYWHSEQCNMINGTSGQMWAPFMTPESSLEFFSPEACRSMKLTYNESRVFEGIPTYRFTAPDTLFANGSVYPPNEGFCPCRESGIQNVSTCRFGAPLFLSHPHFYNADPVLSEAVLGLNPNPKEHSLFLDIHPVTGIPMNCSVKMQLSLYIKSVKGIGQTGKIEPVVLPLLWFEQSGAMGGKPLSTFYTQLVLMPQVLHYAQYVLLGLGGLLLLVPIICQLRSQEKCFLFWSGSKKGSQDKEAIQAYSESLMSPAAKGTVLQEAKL
CAL PDZ FP-1 – inhibitors of human CAL PDZ peptide binding; purified CAL PDZ, TMR-peptide fluorescence polarization, 1 h; inhibition, % at 20 µM; 330,000 compounds, 0.02% hits; AID 504414; Q9HD26;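 active means highest replicate inhibition of at least 40%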;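 further: plate controls were DMSO neutral control wells for no effect and unlabeled competitor peptide control wells for full effect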
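Material – purified CerCALP PDZ construct · Detection – FP readout, S and P plane fluorescence · Measure – percent inhibition from loss of millipolarization · Controls – unlabelled peptide for full inhibition, DMSO wells as neutral · Probe or stimulus – TMR-labelled reporter peptide T*-PRC34 bound in PDZ groove · Times – 1 h at RT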
E coli growth – bacterial growth inhibition, counter-screen for AddAB inhibitors; E. coli V3065 growth, OD600 absorbance, 18 h; inhibition, % at 11.9 µM; 330,000 compounds, 0.27% hits; AID 449728;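 active means inhibition above the campaign's mean inhibition across all tested compounds plus 3 SD, cut at about 9.9% in these data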;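 further: uninfected addAB+ strain grown without phage in ampicillin broth; 0% = DMSO wells and 100% = ciprofloxacin 0.95 µg/ml wells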
MITF act – increases MITF-driven TRPM1 promoter luciferase signal; SK-MEL-5 TRPM1-promoter luciferase, 24 h; % of positive control, neutral wells = 0; activation, % at 12.5 µM; 300,000 compounds, 0.75% hits; AID 588334;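 active means mean activation of at least 80% with every replicate also reaching 80%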;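 further: 0% = neutral control wells and 100% = parthenolide positive control wells; values of inactives mirror those of a sister screen read the other way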
CAL PDZ FP-2 – inhibitors of human CAL PDZ peptide binding; Q9HD26; purified CAL PDZ, TMR-peptide fluorescence polarization, 1 h; inhibition, % at 24.9 µM; 300,000 compounds, 0.92% hits; AID 602252;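 active means mean inhibition of at least 30% with at least half of replicates also reaching 30%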;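 further: 0% = DMSO neutral control and 100% = excess unlabeled competitor peptide PRC23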
Wnt bcat act – Wnt/beta-catenin pathway activation. AID 743398. activation, % at 9.35 µM. 300,000 compounds, 1.2% hits. Wnt/beta-catenin reporter cell assay, activator, plate reader; in the data active means activation above about 30%, passing the limit was not always enough;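 further: 0% = neutral control wells and 100% = positive control wells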
* hit, by the source's call; · = no result given.

entry	molecule	Tat export inh	AddAB inh	SR-BI DiI-HDL act	phage Ecoli inh	SR-BI DiI inh	CAL PDZ FP-1	E coli growth	MITF act	CAL PDZ FP-2	Wnt bcat act
1	COC(=O)c1nnn(Cc2ccccc2)c1N	0	4.0	21	1.1	-21	-0.9	2.0	1	-2	·
2	O=S(=O)(c1ccccc1)c1nc(-c2ccc(F)cc2)oc1N1CCOCC1	2	3.4	17	1.2	-17	-3.7	1.3	-5	-3	0
3	O=C(COc1cc2oc(=O)c3c(c2cc1Cl)CCCC3)NCC1CCC(C(=O)O)CC1 (centres undefined)	5	4.0	2	1.7	-2	-1.2	0.5	-3	·	0
4	COc1ccc(CCNC(=O)CCCN2C(=O)C(c3ccccc3)Oc3cccnc32)cc1OC (centres undefined)	-4	3.2	-10	-0.8	10	-1.1	-2.3	-10	-6	-1
5	O=C(COC(=O)Cc1ccccc1[N+](=O)[O-])NNC(=O)c1ccc([N+](=O)[O-])cc1	7	0.3	22	2.4	-22	-0.5	1.4	1	-3	-2
6	O=C(Cn1c2ccc(F)cc2c2nc3n(c(=O)c21)CCS3)NCC1CCCO1 (centres undefined)	-7	2.3	16	0.2	-16	-0.4	-0.1	-2	-1	-1
7	CC(C)COP(=O)(OCC(C)C)C(Nc1ccccc1)c1ccc(F)cc1 (centres undefined)	2	3.4	16	-0.3	-16	-2.3	-1.2	-6	-4	3
8	CN(CCc1ccccc1)C(=O)c1cccc(NC(=O)Cc2cccc(NC(=O)C3CCCN(C(=O)C4CC4)C3)c2)c1 (centres undefined)	-4	·	-58	-1.0	58	-0.3	·	-4	-3	-2
9	COC(=O)C1OCOC2C(C(=O)OC)OCOC12 (centres undefined)	4	·	20	3.5	-20	1.1	·	3	-6	0
10	CCCCNCc1cccn1-c1ccccc1	1	1.8	·	1.9	-47	0.1	0.4	11	3	·
11	O=C(NNC(=O)C1C2C=CC(C2)C1C(=O)O)c1ccccc1O (centres undefined)	-2	3.8	19	-0.7	-19	-0.8	0.2	4	-3	-1
12	CCCC(=O)Nc1ccc(Br)cn1	6	3.6	24	1.0	-24	-0.6	1.3	17	1	·
13	Cc1cccc2c(N=NC(=O)c3ccc(NS(=O)(=O)c4cccs4)cc3)c(O)[nH]c12	-3	0.3	-5	0.5	5	-2.2	-1.4	34	2	18
14	CCN(C(=O)CN1c2ccccc2CC1C)c1c(N)n(Cc2ccccc2)c(=O)[nH]c1=O (centres undefined)	-1	-0.1	11	3.9	-11	0.4	-0.8	4	0	0
15	Cc1ccc(C#N)c(SCc2cc3c(cc2Cl)OCO3)n1	9	1.3	-43	2.9	43	0.4	-0.3	19	·	-4
16	CC1c2ccccc2N(NC(=O)Cc2ccccc2)C1C (centres undefined)	-6	1.5	1	3.8	-1	-1.3	0.4	3	-6	10
17	CC(=O)Nc1ccc(-c2csc(NCCc3ccccc3)n2)cc1	17	2.7	-33	0.2	33	0.8	-2.4	·	0	3
18	Cc1ccc(NC(=O)CN(C)C(=O)c2n[nH]c(=O)c3ccccc23)cc1	-6	2.5	-4	2.9	4	-0.6	1.7	-7	0	0
19	CC(C)(C)c1ccc(S(=O)(=O)NCc2ccc(C(=O)NCc3ccccn3)cc2)cc1	-5	1.2	14	3.3	-14	-3.1	2.6	-6	-6	-3
20	CCN(C(=O)COC(=O)CNC(=O)c1ccc2ccccc2c1)C1CCS(=O)(=O)C1 (centres undefined)	-2	1.4	16	1.1	-16	0.6	0.5	-1	·	1
21	Cc1ccc(C)c(CSc2nnc(CCN)o2)c1	-1	4.0	19	2.6	-19	-2.1	-0.3	·	-4	·
22	CN(CCC#N)C(=O)COC(=O)c1ccc2c(=O)n3c(nc2c1)CCC3	4	-2.0	14	4.0	-14	-1.1	0.0	-2	-2	-1
23	COc1ccc2[nH]c3c(c2c1)CCN1C(=O)C(CC(=O)NCc2ccco2)C[C@H](C(=O)N(C(C)C)C(C)C)[C@@]31C (some centres undefined)	0	-1.7	-19	0.6	19	-0.7	0.0	-18	-5	0
24	CCOP(=O)(O)c1cccc(OCCOCCOc2cccc(P(=O)(O)OCC)c2)c1	-2	-0.2	·	3.2	·	-1.7	-0.4	1	0	0
25	CCC(=O)Nc1ccc(-c2nc3ccccc3c(=O)o2)cc1	-4	·	3	4.0	-3	0.2	·	-1	8	-2
26	COc1ccc2[nH]c(C)c(C(=O)CN3CCc4cc(OC)c(OC)cc4C3)c2c1	2	0.9	15	0.0	-15	-1.8	1.2	-4	0	·
27	O=C(CNC(c1ccccc1)c1ccccc1)Nc1ccccc1-c1ccccc1	-7	1.8	-4	5.2	4	0.5	-5.7	-1	-2	·
28	Cc1ccc(N(C)S(=O)(=O)c2ccc3c(c2)NC(=O)C(C)S3)cc1 (centres undefined)	2	0.8	-4	1.8	4	-0.5	0.2	-7	2	-2
29	O=C(CC(=O)NN=C1CCCC1)NCCc1ccccc1	-4	2.0	16	1.9	-16	-0.9	-0.7	-14	-2	7
30	Cc1noc(NS(=O)(=O)c2ccc(NC(=O)/C=C/c3ccc(C(C)C)cc3)cc2)c1C	-3	0.1	-15	2.8	15	-3.5	-1.7	15	7	-7
31	CCCc1cc(=O)c2ccc(OCC(C)=O)cc2o1	-10	2.3	-17	0.5	17	0.5	-0.8	-1	-5	-3
32	O=C(c1sc2ccccc2c1Cl)N(Cc1ccco1)C1CCS(=O)(=O)C1 (centres undefined)	-1	1.8	0	1.8	0	-2.3	0.7	-3	·	·
33	COc1ccccc1OCCn1cc(/C=N/n2cnnc2)c2ccccc21	-4	1.6	-15	2.9	15	-4.2	-0.6	3	-7	-6
34	CCc1cccc2c(C#N)cn(CC(=O)NCc3ccco3)c12	-4	-1.6	-9	2.2	9	-1.9	-1.6	21	-2	·
35	O=C(NCc1ccccn1)c1ccc(Cl)c(S(=O)(=O)Nc2ccccc2C(=O)NCc2ccccn2)c1	-5	1.7	-6	3.9	6	-1.5	0.2	-15	2	·
36	O=C(Cn1[nH]c(=O)c2ccccc2c1=O)OCC(=O)c1ccccc1	1	-1.6	19	5.3	-19	2.1	-0.9	12	-2	-2
37	C=CCNC(=S)N/N=C(\C)c1ccc(OC)cc1	-7	2.7	6	4.2	-6	-2.1	0.9	-3	-4	-3
38	Cc1cccc(NC(=O)CN2C(=O)S/C(=C\c3cc(C)n(C)c3C)C2=O)c1	-4	2.7	12	1.7	-12	-1.0	-0.5	26	-4	1
39	CCOc1ccc(/C=C2\SC(=S)N(Nc3ccccc3)C2=O)cc1OC	-4	5.3	-23	4.2	23	-2.2	0.0	11	0	7
40	CCCCC(=O)Nc1cc(N(C)C)nc2ccccc12	1	2.1	23	2.0	-23	-1.0	-2.3	-7	11	0

Next entries:
cpd	mol	Tat export inh	AddAB inh	SR-BI DiI-HDL act	phage Ecoli inh	SR-BI DiI inh	CAL PDZ FP-1	E coli growth	MITF act	CAL PDZ FP-2	Wnt bcat act
41	Cc1cccnc1NC(=O)CNC(=O)c1sc2ccccc2c1Cl	0	3.3	20	4.8	-20	-2.3	0.9	24	-1	11
42	CCN(CC)S(=O)(=O)c1ccc2[nH]cc(C(=O)NCCc3ccccc3)c(=O)c2c1	0	1.4	-20	1.5	20	·	-0.4	-7	-6	·
43	CCOC(=O)N1CCN(CC(=O)Nc2ccccc2C(=O)Nc2ccccc2)CC1	4	-1.1	-4	-0.3	4	-0.9	-0.5	-18	0	-2
44	CC(=O)N1CCN(CC(=O)Nc2ccccc2C(=O)NCc2ccc(C)cc2)CC1	-10	1.5	·	0.3	·	-1.9	-0.6	-3	0	0
45	CCCc1cc(NCCCCO)n2c(nc3ccccc32)c1C#N	5	-0.3	1	2.5	-1	-1.3	-1.7	·	0	2
46	c1ccc(Nc2nc(N3CCCCC3)nc(N3CCNCC3)n2)cc1	-6	2.0	32	3.2	-32	-1.7	0.4	11	-1	·
47	COCCn1c(C)cc(C(=O)COC(=O)CCc2ccc(S(=O)(=O)N3CCOCC3)cc2)c1C	2	1.3	3	-0.5	-3	-0.6	-2.6	-6	-2	·
48	Cc1ccc(CNC(=O)c2cccc(S(C)(=O)=O)c2)cc1	8	0.3	5	·	-5	-2.1	-0.8	3	-2	·
49	COc1cccc(=O)c2c(C)oc(C)c12	5	3.1	8	1.9	-8	0.4	0.0	12	-4	·

A second format for some results above:
18) Cc1ccc(NC(=O)CN(C)C(=O)c2n[nH]c(=O)c3ccccc23)cc1
  Tat export inh: -6 | AddAB inh: 2.5 | SR-BI DiI-HDL act: -4 | phage Ecoli inh: 2.9 | SR-BI DiI inh: 4 | CAL PDZ FP-1: -0.6 | E coli growth: 1.7 | MITF act: -7 | CAL PDZ FP-2: 0 | Wnt bcat act: 0

19) CC(C)(C)c1ccc(S(=O)(=O)NCc2ccc(C(=O)NCc3ccccn3)cc2)cc1
  Tat export inh: -5 | AddAB inh: 1.2 | SR-BI DiI-HDL act: 14 | phage Ecoli inh: 3.3 | SR-BI DiI inh: -14 | CAL PDZ FP-1: -3.1 | E coli growth: 2.6 | MITF act: -6 | CAL PDZ FP-2: -6 | Wnt bcat act: -3

From PubChem

Outcome played no part in choosing rows; any-hit rate near 3.6%.
